POLB inh: qHTS Assay for Inhibitors of DNA Polymerase Beta | P06746 | Pol beta primer extension/strand displacement, fluorescence kinetic | Potency, µM (doses to about 114 µM), for inactives: at the highest dose activity change, negative = inhibition, most hits filed as inhibitors | 1.3% of 340,000 active; note: potency is the fitted concentration of half-maximal effect; % is set by controls: 0 for no effect and ±100 for the full control effect
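Enzyme-only controls used 10 nM Pol beta; buffer lacking enzyme served as negative control. Compound preincubated 15 min, then 50 nM substrate added; 0 and 10 min reads at room temperature.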
POLI inh: qHTS for Inhibitors of Polymerase Iota | DNA polymerase iota (Homo sapiens), Q9UNA4 | Pol iota fluorescent replication assay, 10 min | Potency, µM (series often up to 115 µM), for the others: top-dose activity, negative = inhibition, hits mostly inhibitors | 1% of 390,000 active | AID 588590, 2011; note: potency is the fitted concentration of half-maximal effect
Target sequence (Q9UNA4 whole entry, looked up): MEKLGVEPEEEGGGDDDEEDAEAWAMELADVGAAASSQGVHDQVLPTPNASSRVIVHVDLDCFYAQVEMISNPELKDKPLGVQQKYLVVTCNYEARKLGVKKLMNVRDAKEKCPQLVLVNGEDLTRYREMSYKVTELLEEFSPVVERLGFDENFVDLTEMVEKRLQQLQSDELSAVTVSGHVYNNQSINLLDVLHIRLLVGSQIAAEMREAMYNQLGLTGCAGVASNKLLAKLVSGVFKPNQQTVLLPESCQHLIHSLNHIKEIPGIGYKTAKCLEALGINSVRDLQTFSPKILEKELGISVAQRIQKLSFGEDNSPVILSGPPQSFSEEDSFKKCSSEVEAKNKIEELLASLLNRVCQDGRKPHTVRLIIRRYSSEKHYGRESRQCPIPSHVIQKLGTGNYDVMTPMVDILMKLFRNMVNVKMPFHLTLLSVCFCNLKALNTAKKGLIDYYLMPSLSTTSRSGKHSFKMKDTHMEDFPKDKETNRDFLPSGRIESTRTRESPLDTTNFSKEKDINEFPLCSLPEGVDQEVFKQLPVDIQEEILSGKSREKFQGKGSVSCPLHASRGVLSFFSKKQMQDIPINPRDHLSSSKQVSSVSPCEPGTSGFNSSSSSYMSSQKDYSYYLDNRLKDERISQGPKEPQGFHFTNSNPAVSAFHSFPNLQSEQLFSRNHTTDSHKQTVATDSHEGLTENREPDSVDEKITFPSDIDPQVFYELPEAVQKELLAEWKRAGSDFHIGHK
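Pol iota at 10 nM preincubated 15 min with compounds at room temperature; reaction started with fluorescent substrate, 50 nM final. Fluorescence read kinetically at 0 and 10 min; buffer-only wells as negative control.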
LDHA inh: qHTS assay for inhibitors of human lactate dehydrogenase | L-lactate dehydrogenase A chain (Homo sapiens), P00338 | purified LDHA, NADH/diaphorase-resazurin fluorescence; stronger effect = lower value | 0.15% of 480,000 active | activity change, % (values are at about 110 or 230 µM); in the data active = activity change below about -30%; inconclusive = mostly about -25% to -30%;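 note: plate controls were DMSO wells for no effect and wells without enzyme for full effect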
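Human LDH5 (2 nM) was incubated with 0.06 mM NADH and 0.2 mM pyruvate for 5 min at room temperature in Tris pH 7.4. Remaining NADH was coupled through diaphorase/resazurin, and resorufin fluorescence was read at 0 and 20 min.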
POLK inh: qHTS for Inhibitors of Polymerase Kappa | 0.53% of 400,000 active | purified Pol kappa, fluorescent DNA synthesis assay, 10 min | Potency, µM (series often up to 107 µM), for the others: at the top dose activity, negative = inhibition, hits mostly inhibitors | DNA polymerase kappa (Homo sapiens), Q9UBT6 | AID 588579, 2011; note: potency is the fitted concentration of half-maximal effect; % is set by controls: 0 for no effect and ±100 for the full control effect
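Kinetic fluorescence screen: compound preincubated 15 min RT with 10 nM enzyme; 50 nM substrate (final) initiates; reads at 0/10 min.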
POLH inh: qHTS for Inhibitors of Polymerase Eta; DNA polymerase eta (Homo sapiens), Q9Y253; recombinant Pol eta, fluorescent DNA replication assay; 1.2% of 390,000 active; Potency, µM (top dose mostly 114 µM), without a hit: top-dose activity change, negative = inhibition, most hits filed as inhibitors; note: potency is the fitted concentration of half-maximal effect; % is set by controls: 0 for no effect and ±100 for the full control effect
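Pol eta at 10 nM preincubated with compounds 15 min at room temperature; reaction started with fluorescent substrate (50 nM final) and read kinetically at 0 and 10 min.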
APE1 inh: qHTS Assay for Inhibitors of the Human Apurinic/apyrimidinic Endonuclease 1 (APE1); recombinant APE1, TAMRA/BHQ-2 abasic DNA cleavage fluorescence; Potency, µM (doses to about 65.8 µM), for the others: at the top dose activity change, negative = inhibition, hits mostly inhibitors; 0.35% of 350,000 active; AID 2517, 2012;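 note: potency is the fitted concentration of half-maximal effect; plate controls were vehicle for no effect and reference inhibitor for full effect; nearly all actives have a fitted effect of over 55% in size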
Target sequence (P27695 whole entry, looked up): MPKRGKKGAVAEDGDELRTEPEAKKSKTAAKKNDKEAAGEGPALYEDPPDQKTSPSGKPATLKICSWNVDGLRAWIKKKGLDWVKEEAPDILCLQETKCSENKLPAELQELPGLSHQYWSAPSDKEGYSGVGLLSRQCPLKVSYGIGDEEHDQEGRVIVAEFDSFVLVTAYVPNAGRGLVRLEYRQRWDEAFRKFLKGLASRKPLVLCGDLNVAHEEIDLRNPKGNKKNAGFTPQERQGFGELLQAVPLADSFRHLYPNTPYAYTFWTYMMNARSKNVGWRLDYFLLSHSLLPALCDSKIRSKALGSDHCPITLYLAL
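Step 1: APE1 (0.75 nM) with compound, 15 min RT. Step 2: add 50 nM fluorophore/quencher THF duplex. Step 3: three fluorescence reads 60 s apart (525/598 nm); read 3 minus read 1 = reaction progress.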
BLM helicase inh: qHTS Assay for Inhibitors of Bloom's syndrome helicase (BLM); RecQ-like DNA helicase BLM (Homo sapiens), P54132; recombinant BLM DNA unwinding, fluorescence dequenching; Potency, µM (titrated, usually from 56.1 µM), for inactives: at the top dose activity change, negative = inhibition, actives largely listed as inhibitors; 0.2% of 350,000 active;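 note: potency is the fitted concentration of half-maximal effect; plate controls were vehicle for no effect and no enzyme for full effect; nearly all actives have a fitted effect of over 35% in size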
Glioma ERSR ind: qHTS for Inducers of the Endoplasmic Reticulum Stress Response (ERSR) in Human Glioma: qHTS; U87-MG GRP78 promoter luciferase reporter, 16 h; Potency, µM, for the others: top-dose activation, hits mostly activators; 0.02% of 420,000 active; note: potency is the fitted concentration of half-maximal effect; series mostly up to about 76 µM; % of control where 0% means no effect; nearly all actives have a fitted effect of over 35% in size
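ERSR induction read as luciferase luminescence (Bright-Glo, 10 min at room temperature) in stably transfected human U87-MG glioma cells exposed to compounds for 16 h, using GRP78 as sensor.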
Anesthetic bind: qHTS Assay for Identification of Novel General Anesthetics. 0.074% of 350,000 active. apoferritin/1-aminoanthracene competitive binding, fluorescence. AID 485281, 2010. Ferritin light chain (Equus caballus), P02791. Potency, µM (highest dose often 77.5 µM), without a hit: at the top dose activity change, negative = displacement, usual class: inhibitors; note: potency is the fitted concentration of half-maximal effect; % is set by controls: 0 for no effect and ±100 for the full control effect; nearly all actives have a fitted effect of over 20% in size
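Read-out: endpoint 1-AMA fluorescence, excitation 380 nm and emission 535 nm, after compounds sit 10 min at room temperature with 10 uM horse-spleen apoferritin in 50% saturated 1-AMA/PBS. Values come from four-parameter Hill fits.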
* marks the source's active call; other numbers are inactive results; ? = inconclusive; nt = not tested or not shown; & = joins results of further samples; [ ] = another dose, or the depositor's remark. Unless noted, calls come from the whole dose curve; as a rule, active = well fitted curve in the direction sought with a large enough effect; inconclusive = small, poorly fitted or top-dose-only effect, or another doubt; inactive = no such curve, though single readings can be large; an effect the other way counts as inactive or inconclusive. An excerpt (hit frequency here may not be typical).

SMILES | POLB inh | POLI inh | LDHA inh | POLK inh | POLH inh | APE1 inh | BLM helicase inh | Glioma ERSR ind | Anesthetic bind
Cc1ccc([C@@H]2CC=C(C(=O)O)[C@H](c3ccc(Cl)cc3)N2S(=O)(=O)c2ccc(C)cc2)cc1 | nt | -19.6% | 0.5 | 1.1% | -2.2% | 0.5% | nt | 1.2% | nt
CN(C)S(=O)(=O)c1ccc(Cl)c(NC(=O)CN2CCN(c3ccccn3)CC2)c1 | 3.2% | 15.8% | 7.1 | 4.9% | -18.7% | 5.7% | -2.6% | -1.7% | -12.1%
C=C(c1ccc(O)cc1)c1ccc(O)cc1 | -9.0% | 1.9% | -5.5 | -5.2% | -15.1% | -1.0% | -3.5% | ? | -22.4%
COCCOC1CCN(C(=O)c2cc(COc3ccc(-n4cncn4)cc3)on2)CC1 | -0.5% | 11.4% | -3.3 | 1.7% | -6.4% | 14.2% | -1.2% | -3.8% | -4.5%
COc1cc(C2C(C#N)=C(N)Oc3n[nH]c(C)c32)ccc1OC(=O)c1ccccc1 (configuration not stated) | -22.7% | -8.0% | 1.1 | -3.5% | -12.3% | -1.3% | -5.7% | -2.4% | ?
C=C1SC(Nc2c(C)cc(C)cc2C)=NC12CCCCC2 | 3.4% | 31.2%[activator] | -1.6 | 4.5% | -5.2% | 4.8% | -2.3% | 0.4% | -12.1%
O=C(COc1ccccc1C(=O)c1cnn(-c2ccccc2)c1)Nc1ccccc1 | -29.7% | 27.2%&-4.9% | -16.7&-1.9 | -8.5%&-10.6% | -9.2% | -5.5% | -11.3% | 11.0% | -19.3%
COc1cc2c(cc1OC)CN(S(=O)(=O)/C=C/c1ccccc1)CC2 | -1.0% | 87.5%[activator] | -2.9 | 0.7% | -20.4% | -15.5% | -16.2% | -3.6% | 3.5%
S=C(NCc1ccco1)N1CCN(c2ccccc2Cl)CC1 | 2.8% | 12.8% | -10.6 | -6.3% | -7.6% | 0.1% | -6.0% | -0.5% | -15.4%
COC(=O)c1c(SCC(=O)Nc2ccccc2OC)[nH]c2ccccc2c1=O | -7.9% | -23.8% | 0.3 | -11.0% | -0.7% | nt | -1.6% | -2.2% | -13.1%
O=C(CN1C(=O)NC2(CCCCCC2)C1=O)Nc1ccc(S(=O)(=O)N2CCOCC2)cc1 | ? | 10.9% | -1.7 | -3.6% | -3.0% | -3.1% | -1.9% | -0.6% | -17.5%
COc1ccc(C(=O)COC(=O)CCN2C(=O)[C@@H]3[C@H](C2=O)[C@@H]2C[C@H]3C(Br)C2Br)cc1 (some centres not stated) | 61.1% | 9.2% | -2.9 | -8.5% | -16.9% | 6.7% | 3.3% | -2.7% | 4.0%
Cc1ccccc1NC(=O)CSC(N)=O | -10.3% | ? | -5.8 | -6.1% | -13.4% | -0.2% | -1.5% | 3.0% | -0.9%
Brc1ccc(-c2cn3cccnc3n2)cc1 | -0.6% | 13.6% | 1.0 | 0.2% | -1.5% | 3.4% | 1.4% | -3.7% | 4.9%
CN1C(=O)c2ccccc2C(C(=O)NCCCN2CCCC2=O)C1c1c[nH]c2ccccc12 (configuration not stated) | 11.6% | 12.0% | -2.4 | -11.1% | -6.4% | -1.0% | -3.9% | -5.8% | -1.1%
O=C(NC12CC3CC(CC(C3)C1)C2)N1CCN(C2CCCCC2)CC1 | 30.8% | 6.8% | -3.4 | 5.9% | -3.3% | 28.4% | -0.2% | -2.9% | -7.1%
c1ccc2c(c1)OC1OC2Oc2ccccc21 | nt | 10.1% | -7.1 | -8.4% | -4.6% | nt | nt | -1.2% | nt
O=C(NC1CCCCC1)c1ccc(CS(=O)(=O)c2ccc(Cl)cc2)o1 | 22.0% | -11.1% | -9.5 | -22.9% | -5.1% | 38.0% | 0.8% | -6.0% | -10.5%
COCCN1C(=O)N[C@@H](c2ccco2)C(C(=O)OC)=C1C | nt | 12.4% | -3.3 | -12.9% | -11.1% | -0.8%[12.4 µM] | -1.1%[12.4 µM] | -2.1% | nt
CCCNC(=O)C1(S(=O)(=O)c2ccccc2)CC=CC1 | -0.4% | 26.7% | -0.5 | 5.6% | -11.7% | -9.8% | 1.0% | -3.6% | -6.6%
COc1ccc(/C=C/c2nc3ccccc3c(=O)n2-c2cccc(C(=O)O)c2)cc1 | 6.7% | 12.9% | -6.8 | -0.3% | -4.4% | 54.3%[activator] | 0.5% | -6.8% | 0.3%
C/C(=N\N=c1/sc2ccccc2n1C)c1ccc(N2CCOCC2)cc1 | -6.3% | 88.7%[activator] | -4.6 | 0.5% | -20.7% | -2.5% | -8.3% | 0.6% | 6.3%
COc1cc(C(=O)NCc2ccc(C)cc2)ccc1OC(F)F | 1.7% | 8.7% | -5.0 | -6.9% | -6.8% | 1.4% | -5.6% | -5.2% | -10.8%
Fc1ccc(CNC(=S)Nc2cccc(Cl)c2)cc1 | 14.8% | 17.4% | -7.7 | -17.3% | -21.3% | -7.7% | -11.6% | -1.9% | ?
CCC(C)n1ncn(-c2ccc(N3CCN(c4ccc(OC)cc4)CC3)cc2)c1=O (configuration not stated) | 29.0% | 14.9% | -0.4 | 3.2% | -4.7% | 3.8% | 2.4% | -2.8% | 1.9%
COc1ccccc1OC(C)C(=O)Nc1c(C(=O)c2ccc(Cl)cc2)oc2ccccc12 (configuration not stated) | 0.4% | 17.9% | -1.3 | 8.5% | -9.5% | nt | -0.1% | -1.1% | -13.2%
CNc1cc(-n2nc(C)cc2-c2ccccc2)ncn1 | 36.2% | -22.8%[58.9 µM] | -2.0 | -4.3% | 11.3% | 13.9% | -0.6% | -2.7% | -6.3%
C=C1CCC[C@]2(C)C[C@H]3OC(=O)C(CN4CCCCC4CO)[C@H]3CC12 (some centres not stated) | -2.8% | 87.8%[activator] | -2.9 | -0.4% | -17.1% | 55.9%[activator] | -4.8% | -10.2% | ?
CCCN(CC(=O)Nc1ccccc1OC)C(=O)Cc1ccc2c(c1)CCC2 | nt | 24.9% | -1.5 | 10.2% | -17.5% | -14.6% | nt | -2.1% | nt
COc1ccc(OC)c(Cc2nnc(CCC(=O)NC3CCCC3)o2)c1 | -13.0% | 85.2%[activator] | -2.6 | -15.1% | 3.3% | -0.7% | 1.0% | 4.6% | -13.5%

Compound profiles, from the list above. Values in the order: POLB inh, POLI inh, LDHA inh, POLK inh, POLH inh, APE1 inh, BLM helicase inh, Glioma ERSR ind, Anesthetic bind
Listed for `CNc1cc(-n2nc(C)cc2-c2ccccc2)ncn1` = 36.2%, -22.8%[58.9 µM], -2.0, -4.3%, 11.3%, 13.9%, -0.6%, -2.7%, -6.3%
Listed for `COc1ccc(/C=C/c2nc3ccccc3c(=O)n2-c2cccc(C(=O)O)c2)cc1` = 6.7%, 12.9%, -6.8, -0.3%, -4.4%, 54.3%[activator], 0.5%, -6.8%, 0.3%
Listed for `COCCN1C(=O)N[C@@H](c2ccco2)C(C(=O)OC)=C1C` = nt, 12.4%, -3.3, -12.9%, -11.1%, -0.8%[12.4 µM], -1.1%[12.4 µM], -2.1%, nt

The listing continues.
SMILES | POLB inh | POLI inh | LDHA inh | POLK inh | POLH inh | APE1 inh | BLM helicase inh | Glioma ERSR ind | Anesthetic bind
CCCN1CCN(C(=S)Nc2sc(CC)cc2C(=O)OC)CC1 | 12.8% | 17.3% | 1.3 | 3.4% | -26.3% | -1.9% | -5.6% | 0.2% | -6.1%
CCCCC(=O)C1=C(N2CCCC2)CC(C)(C)CC1=O | nt | 46.9%[activator] | -2.2 | -13.1% | 1.7% | nt | nt | -4.2% | nt
CCOc1ccccc1CN(Cc1ccco1)S(=O)(=O)c1ccc(-n2cnnn2)c(OC)c1 | -30.4% | 13.1% | -1.2 | -13.7% | -18.0% | -10.8% | -7.8% | 0.1% | 37.8%[activator]
CC(C)(C)OC(=O)CC1(C#N)c2ccccc2C(Br)=CN1C(=O)c1ccccc1 (configuration not stated) | nt | 49.0% | -3.0 | -11.0% | -20.5% | 21.3% | nt | -1.4% | nt
COc1ccccc1NC(=O)c1nn(-c2ccc(OC(F)(F)F)cc2)ccc1=O | -18.4% | 9.0% | -6.0 | -1.5% | -11.5% | -1.1% | -12.4% | -5.6% | -11.5%
COc1cccc(Cn2c(=O)n(CC3CCC(C(=O)NC(C)C)CC3)c(=O)c3sccc32)c1 (configuration not stated) | 14.9% | 3.9% | -6.7 | 6.9% | -19.8% | nt | 0.7% | 0.8% | -5.3%
Cc1nn(C)cc1CNC(=O)Nc1ccc(Cl)cc1 | 12.6% | 11.3% | 0.1 | -2.6% | 6.7% | 0.5% | 2.4% | -7.1% | -3.8%
Clc1ccc2nc(CSc3nncn3-c3ccccc3)cn2c1 | 20.9% | 18.1% | -4.6 | -2.7% | 5.5% | -7.6% | 0.2% | -4.3% | -9.8%
Cc1ccc2c(c1)N(C(=O)CCC(=O)NCc1cccc(Br)c1)CC(C)O2 (configuration not stated) | 83.6% | -15.8% | 0.2 | -10.9% | -9.2% | 7.2% | -4.2% | -4.3% | ?
COc1ccccc1Cn1c(CCCO)nc2ccccc21 | 0.7% | -4.3% | 0.4 | -0.6% | -14.2% | 9.4% | -0.3% | 0.0% | -1.2%
CCc1noc(C)c1C(=O)Nc1cc(S(=O)(=O)N(CC)CC)ccc1N1CCCC1 | nt | 17.2% | -3.9 | -12.5% | -8.4% | 6.0% | nt | -3.4% | nt
O=C(Nc1cc([N+](=O)[O-])ccc1N1CCCC1)c1ccccc1 | 48.1% | 78.8%[activator] | 0.6 | 0.3% | -15.6% | 15.3% | -7.4% | -1.7% | -19.2%
Cn1cccc1/C=N/NC(=O)Cc1ccccc1 | -16.1% | 15.9% | 5.5 | -12.1% | 4.5% | 1.7% | -2.4% | 1.9% | -9.5%

Compound activity from PubChem BioAssay.
